Compound activity deposited in PubChem BioAssay by several laboratories.
AddAB inh: less growth of phage-infected E. coli with AddAB; E. coli expressing H. pylori AddAB, absorbance growth; inhibition, % at 11.9 µM; 0.29% of 330,000 active; AID 435030; in the data active = inhibition above about 12%;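 note: 0% = vehicle wells of infected cells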
phage Ecoli inh: E. coli growth loss with phage present; inhibition, % at 11.9 µM; 0.26% of 360,000 active; growth absorbance; AID 651602; in the data active = inhibition above about 11%
MOR-DOR inv ag: inverse agonists of human mu-delta opioid receptor heterodimerization. inhibition, % at 9.3 µM. 0.21% of 340,000 active. AID 504357. cell-based MOR-DOR heterodimer luminescence, inverse agonism. P35372+P41143; in the data active = inhibition above about 22%, passing the limit was not always enough;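 note: 0% = cells with DMSO and 100% = wells without cells with DMSO; values of inactives mirror those of a sister screen read the other way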
Target sequence (P35372 whole entry, looked up): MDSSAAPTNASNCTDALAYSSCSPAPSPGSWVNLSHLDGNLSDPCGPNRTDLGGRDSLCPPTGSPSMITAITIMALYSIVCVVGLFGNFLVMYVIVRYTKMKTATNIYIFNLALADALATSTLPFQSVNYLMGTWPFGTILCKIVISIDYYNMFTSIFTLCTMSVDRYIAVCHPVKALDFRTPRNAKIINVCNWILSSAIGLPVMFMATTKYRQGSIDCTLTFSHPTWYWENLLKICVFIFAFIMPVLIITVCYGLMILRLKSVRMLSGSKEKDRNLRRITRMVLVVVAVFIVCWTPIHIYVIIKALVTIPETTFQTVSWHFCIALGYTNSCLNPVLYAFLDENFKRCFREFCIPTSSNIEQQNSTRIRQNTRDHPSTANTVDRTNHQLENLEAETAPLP
Target sequence (P41143 whole entry, looked up): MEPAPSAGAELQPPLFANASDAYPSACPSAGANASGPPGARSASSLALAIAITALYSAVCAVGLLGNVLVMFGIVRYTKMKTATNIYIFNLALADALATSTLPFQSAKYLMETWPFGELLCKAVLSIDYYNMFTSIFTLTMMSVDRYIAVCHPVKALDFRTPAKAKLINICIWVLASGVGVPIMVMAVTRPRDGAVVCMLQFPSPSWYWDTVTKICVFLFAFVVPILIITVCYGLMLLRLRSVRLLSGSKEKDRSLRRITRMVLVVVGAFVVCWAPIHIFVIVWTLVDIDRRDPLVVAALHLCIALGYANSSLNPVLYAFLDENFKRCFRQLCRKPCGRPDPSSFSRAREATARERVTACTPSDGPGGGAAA
PKA-R1A act: activates the PKA-R1A holoenzyme complex; AID 504707; 0.083% of 340,000 active; P00514+P68181; activation, % at 11.4 µM; PKA-R1A dissociation, Cy5-IP20 fluorescence polarization; scaled: DMSO 0%, 113 µM cGMP 100%;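 active = percent activation above the mean of all tested compounds plus 3 SD, cut at about 19% in these data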;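 note: higher means more PKAc released from R1A so a rise in polarization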
MOR-DOR ag: OPRM1-OPRD1 heterodimerization agonism | AID 504326 | 0.3% of 340,000 active | P35372+P41143 | cells, luminescence | activation, % at 9.3 µM; in the data active = activation above about 18%;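 note: 0% = vehicle-treated cells and 100% = reference agonist; values of inactives mirror those of a sister screen read the other way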
Pemphigus Ab inh: blocks pemphigus antibody binding to human desmoglein-3 | 0.48% of 310,000 active | P32926 | binding (percent of control), % at 10 µM | DSG3-coupled beads, scFv-anti-DSG3-GFP binding, flow cytometry; hits give low values;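 active = binding more than 3 SD below its plate's average and above zero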;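 note: hits lower antibody fragment binding to DSG3; some compounds called inactive have numbers as strong as hits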
HTR5A inv ctr: HTR5A inverse agonism, opioid heterodimer counter-screen. P47898. HTR5A cell line, luminescence. inhibition, % at 9.3 µM. 0.083% of 340,000 active; in the data active = inhibition mostly above about 23%, no sharp cut-off; inactive = mostly below about 18%;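 note: 0% = cells with DMSO and 100% = no-cell wells with DMSO; some compounds called inactive have numbers as strong as hits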
Ecoli viability: bacterial growth inhibition, counter-screen for AddAB inhibitors; E. coli V3065 growth, OD600 absorbance, 18 h; inhibition, % at 11.9 µM; 0.27% of 330,000 active;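 active = inhibition above the campaign's mean inhibition across all tested compounds plus 3 SD, cut at about 9.9% in these data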;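 note: uninfected addAB+ strain grown without phage in ampicillin broth; 0% = DMSO wells and 100% = ciprofloxacin 0.95 µg/ml wells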
HTR5A ag ctr: counter-screen for OPRM1-OPRD1 agonists: human HTR5A agonism | HTR5A agonist assay, luminescence, cell-based | activation, % at 9.3 µM | P47898 | 0.61% of 340,000 active | AID 504692; in the data active = activation mostly above about 9.5%, no sharp cut-off; inactive = mostly below about 7.6%;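 note: 0% = cells with vehicle only and 100% = reference agonist; strong numbers were not always called active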
SUMO Mot1 rescue: blocks SUMOylation pathway, rescuing yeast Mot1-301 growth; AID 2716; 1% of 320,000 active; growth rescue, % at 18.8 µM; S. cerevisiae Mot1-301 growth rescue, ATP luminescence, 38.5C; percent above DMSO median, 100 means doubled;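 active = every valid replicate shows activation above 250% relative to neutral control wells; inactive = the rest, any valid replicate at or below 250%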;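 note: OY570 slx delta 5 strain wells were the positive control but not used for scaling; some compounds called inactive have numbers as strong as hits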
PfHsp90 yeast 2: reduces growth (ATP signal) of yeast expressing P. falciparum Hsp90 | S. cerevisiae expressing PfHsp90, BacTiter-Glo ATP, 48 h; yeast lacking PDR1 and PDR3 efflux regulators | inhibition, % at 9.4 µM | 0.32% of 310,000 active;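 active = every replicate shows inhibition above about 80%, whatever the replicate mean, limit read from the data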;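 note: 0% = DMSO neutral controls and 100% = 20 µM radicicol positive controls; yeast relying on Plasmodium falciparum Hsp90 in place of its own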
The depositor's hits bear a star; i = inactive; / = no result given.

SMILES	AddAB inh	phage Ecoli inh	MOR-DOR inv ag	PKA-R1A act	MOR-DOR ag	Pemphigus Ab inh	HTR5A inv ctr	Ecoli viability	HTR5A ag ctr	SUMO Mot1 rescue	PfHsp90 yeast 2
CC(NC(=S)NCc1ccccc1)C12CC3CC(CC(C3)C1)C2 (stereo unspecified)	0.4	2.8	13	9	-2.3	96	2	-0.4	-1	-1	32
COc1cccc2c(N/N=C/c3ccccc3)cc(C)nc12	1.9	2.1	5	2	-1.1	100	14	1.9	-4	-1	-11
CC(=O)Nc1ccc(CN2CCCCCC2)cc1	2.1	2.3	7	-11	-1.4	120	10	2.6	-3	68	6
Cc1cccc(-c2noc(CCC(=O)N3CCN(c4cc(C)ccc4C)CC3)n2)c1	-0.1	-0.3	-3	-7	0.7	94	5	0.2	-1	/	9
Cc1ccc(O/C=C2\OC(=O)c3ccccc32)cc1	-0.3	2.8	2	4	-0.3	80*	-31	-0.7	3	-9	-116
COCCNC(=O)CN(c1cc(Cl)ccc1OC)S(C)(=O)=O	0.8	1.6	15	1	-2.7	97	-13	-0.7	5	0	7
C=CCOC(=O)C1=C[C@H](c2csc3ccccc23)[C@@H](CCCO)[C@H](OCC)O1	1.0	1.2	1	-1	-0.1	102	-37	1.2	12	-10	9
CCN(CC)S(=O)(=O)c1ccc(C(=O)NCc2ccc3[nH]c4c(c3c2)CCCC4)cc1	0.0	0.9	4	-8	-0.8	101	-1	-1.8	0	8	-14
COc1ccc(C=Nc2ccc3[nH]ncc3c2)c(O)c1	2.6	4.7	-5	2	0.9	100	-4	-0.9	0	51	26
COc1ccc(N(C(=O)c2snc(C(N)=O)c2N)C(C(=O)NC2CCCC2)c2ccc(OC)c(OC)c2)cc1 (stereo unspecified)	3.5	1.5	11	-4	-1.4	/	11	-1.4	-4	-1	5
CCC(C)NC(=O)C1c2ccccc2C(=O)N1Cc1ccccc1OC (stereo unspecified)	3.5	2.4	0	-13	0.0	95	-22	0.4	7	-15	9
Cc1ccccc1N1CCN(CCC(=O)Nc2ccc(F)cc2)CC1	-1.7	2.2	1	-2	-0.2	119	14	-1.3	-4	-1	-1
COc1cc(/C=C2\SC(=S)N(NC(=O)c3cccnc3)C2=O)ccc1O	2.0	2.0	24	4	-4.6	98	22*	-1.1	-7	62	-7
Cc1ccc(OCc2nnc(SCC(=O)c3ccccc3)n2Cc2ccco2)cc1	0.4	0.9	-8	-8	1.9	103	2	-3.2	-1	-11	-19
O=[N+]([O-])c1cccc(/C=N/NS(=O)(=O)c2ccccc2)c1	-1.8	3.4	38*	3	-7.5	98	-11	1.6	0	215	-4
Cc1ccccc1C(=O)N1CC(=O)Nc2ccc(F)cc2C1c1ccc(F)cc1 (stereo unspecified)	-0.7	-3.2	16	-4	-3.5	107	-18	1.4	5	-19	4
CCn1cc(/C=N/N=C2\CCC3C4CCc5cc(O)ccc5C4CC[C@]23C)c(C)n1 (stereo partly specified)	0.4	1.0	-16	-11	3.8	108	-25	-1.8	4	-12	0
CO[C@@]1(NC(=O)CSCC#N)C(=O)N2C(C(=O)O)=C(CSc3nnnn3C)CS[C@@H]21	-2.9	2.6	1	7	-0.1	106	17	-1.5	0	-9	-17
Cc1nc(-c2ccc(C(=O)N3CCCC3)cc2)cs1	2.5	-1.9	-9	-2	1.9	106	-18	1.4	7	-43	8
Cc1ccc(NC(=O)CCNC(=O)c2ccccc2Cl)cc1S(=O)(=O)N1CCOCC1	0.6	2.8	2	7	-0.6	104	-2	0.9	2	/	/
Oc1[nH]c2ccc(Br)cc2c1N=Nc1ccc(F)cc1	-0.7	0.4	14	-12	-2.5	94	2	0.7	0	36	-7
CC(C)(C)c1ccc(-c2nnc(SCC(=O)c3ccc4c(c3)OCCO4)o2)cc1	-0.2	1.9	4	0	-0.7	100	-19	3.2	7	104	9
CN(C)c1nc(SCC#N)nc(N(C)C)n1	2.4	3.0	20	-6	-4.6	94	10	0.6	-4	815	-19
CCC(CC)C(=O)Nc1ccc(Nc2ccccc2)cc1	-0.8	4.7	12	2	-2.3	100	-24	-0.4	2	22	12
COc1ccccc1CNC(=O)CN1C(=O)COc2ccc(S(=O)(=O)NC3CCCC3)cc21	3.6	3.0	8	-1	-1.5	97	-2	-2.8	2	0	-16
Remaining list, next part:
SMILES	AddAB inh	phage Ecoli inh	MOR-DOR inv ag	PKA-R1A act	MOR-DOR ag	Pemphigus Ab inh	HTR5A inv ctr	Ecoli viability	HTR5A ag ctr	SUMO Mot1 rescue	PfHsp90 yeast 2
Cc1cc(C(=O)CSc2nc3ccccc3[nH]2)c(C)n1Cc1ccco1	0.2	3.2	-2	-6	0.5	82	13	-0.6	5	9	-36
COc1ccc(C(CC(=O)O)NC(=O)c2ccccc2)cc1OC (stereo unspecified)	3.2	3.0	11	-11	-2.3	109	-3	-1.1	1	-20	/
COc1cccc(N2C(=O)Nc3ccccc3C2(O)C(=O)NCc2ccc3c(c2)OCO3)c1 (stereo unspecified)	6.8	6.5	-2	14	0.2	101	-6	1.6	3	-18	-108
O=C1N(c2ccccc2)C(c2ccccc2)C12CCCCC2 (stereo unspecified)	-0.2	2.4	-12	-11	2.4	100	-3	4.1	1	/	5
Cc1ccc(CNC(=O)c2cc(-c3ccccc3)nn2Cc2cc(C)no2)cc1	1.0	0.3	-19	-1	3.6	105	-10	1.9	-2	25	31
CC(C)N1CCC(N2CCN(C3CCCCCC3)CC2CCO)CC1 (stereo unspecified)	2.4	0.9	2	-11	-0.3	108	13	2.3	4	-5	-11
CCCN1C2CCCC1CC(NC(=O)C1CCCCC1)C2 (stereo unspecified)	3.4	3.1	1	5	-0.2	/	-14	-0.6	6	-10	/
COc1ccc(S(=O)(=O)NC(C)C(=O)N2CCCC2)cc1Cl (stereo unspecified)	/	2.5	6	-5	-1.1	106	3	/	-1	47	-3
CC1CN(C(=O)CSc2cn(CC(=O)N3CCOCC3)c3ccccc23)CC(C)O1 (stereo unspecified)	2.5	2.7	22	4	-4.3	99	2	-0.2	3	-10	23
CCCc1cc(=O)[nH]c(Nc2ccc(OC)c(Cl)c2)n1	0.0	7.8	-20	-10	3.9	/	2	-2.7	8	3	3
COc1ccc(C2=C(CC(=O)O)C(=O)CC2)cc1	2.7	0.5	6	-4	-1.2	106	0	1.4	0	6	14
CCN1C[C@@H]2[C@@H]3C(=O)N(Cc4ccccc4)C(=O)[C@@H]3[C@](CC)(C(=O)OC)N2C1=NC	-0.4	0.4	15	-2	-3.0	100	-1	0.4	0	/	3
O=C(O)CCn1c(=S)n(CCC(=O)O)c2ccccc21	-1.1	1.2	3	-16	-0.6	93	4	-1.7	4	9	-4
CCOC(=O)c1ccc(-c2csc(NC(=O)CN3CCC(C)CC3)n2)cc1	5.4	-0.7	-9	5	1.1	96	-9	1.8	3	27	-16
CC(=O)c1ccc2c(c1)C1C=CCC1C(c1ccc(S(=O)(=O)N3CCOCC3)cc1)N2 (stereo unspecified)	-0.8	2.7	-8	-10	1.6	96	-2	-2.6	1	9	9
O=C(CCC(=O)N(c1ccc(F)cc1)C(C(=O)NC1CCCC1)c1ccncc1)Nc1cccnc1 (stereo unspecified)	3.9	1.1	-4	2	0.7	106	-2	1.1	4	46	/
CC1CN(C(=O)c2ccc(C(=O)c3ccccc3)cc2)CC(C)O1 (stereo unspecified)	0.8	2.2	-1	-5	0.1	103	-12	2.1	5	-6	27
CCOC(=O)c1sc2nc(CC(=O)OC)nc(N3CCN(c4ccc(OC)cc4)CC3)c2c1C	0.8	1.1	11	-2	-2.0	91	0	-1.1	4	0	-21
CCOC(=O)c1c(C)c(C(=O)Nc2ccc(F)cc2)c(C)n1C	2.7	1.6	17	0	-3.5	94	-14	-0.7	6	8	15
CC(C(=O)NC(=O)NC1CCCCC1)N1CCN(C(c2ccccc2)c2ccccc2)CC1 (stereo unspecified)	1.0	1.0	10	-6	-2.2	98	6	-1.7	-3	/	/
COc1cccc(-n2cc(CN(C)Cc3nc(Cc4ccccc4)no3)cn2)c1	4.2	2.8	2	1	-0.3	102	2	0.3	-1	10	-9
CO/N=C(\Cn1ncc(NC2CCCCC2)c(Br)c1=O)c1ccc(Cl)cc1	4.3	2.4	-14	-8	3.2	/	-43	-0.4	-1	-9	1
CCCn1c(CN2CCCCC2CC)nc2c1c(=O)n(C)c(=O)n2C (stereo unspecified)	-2.6	1.8	12	-2	-2.0	95	3	1.7	-1	0	-16
COc1ccc(CCN(C)Cc2cccc3ccccc23)cc1OC	-0.2	3.2	9	-2	-2.0	106	-14	-3.0	4	7	-11
O=C(NCCN1CCCC1)c1ccc(Br)cc1	2.3	2.9	9	3	-1.9	118	-26	-1.1	7	-2	9
The list goes on.
SMILES	AddAB inh	phage Ecoli inh	MOR-DOR inv ag	PKA-R1A act	MOR-DOR ag	Pemphigus Ab inh	HTR5A inv ctr	Ecoli viability	HTR5A ag ctr	SUMO Mot1 rescue	PfHsp90 yeast 2
O=C(OCC(=O)N1CCN(C(=O)c2ccco2)CC1)c1cc(-c2ccc(Cl)c(Cl)c2Cl)nc2ccccc12	1.6	1.7	5	1	-0.9	82	-18	-0.4	0	-10	/
CCN(CCCNC(=O)c1c(C)cc(=O)oc1C)c1ccccc1	0.9	3.3	7	7	-1.2	104	-48	-0.7	0	-6	/
CCOC(=O)c1ccc(NC(=O)c2nc[nH]c2C(=O)N[C@@H](CC(C)C)C(=O)OC(C)(C)C)cc1	1.3	1.0	-1	3	0.1	103	-25	-1.0	8	-5	-22
Cc1cc(C)n(Cc2ccc(NC(=O)c3c([N+](=O)[O-])c(C)nn3C)cc2)n1	1.0	0.7	4	-9	-0.7	104	20	0.8	5	58	2
CSC1=N/C(=C\c2ccccc2)C(=O)N1C	2.6	4.8	8	-5	-1.5	99	5	1.6	-2	4	16
CCOC(=O)C1=C(CSc2nc(-c3ccccc3)ccc2C#N)OC(N)=C(C#N)C1c1cccnc1 (stereo unspecified)	2.1	-0.5	-6	-8	1.0	106	16	0.3	-5	4	1
CC(=O)N1CCN(C2=NC(=O)/C(=C\c3cccs3)S2)CC1	1.4	2.1	6	5	-1.0	102	20	1.0	10	i	6
COc1ccc(NC(=O)CN2CCN(CC(=O)Nc3cc(OC)cc(OC)c3)CC2)cc1	/	0.0	12	-8	-2.8	104	5	/	0	/	21
COCCN1Cc2cccc(C(=O)Nc3ccc(C)c(C)c3)c2C1=O	1.3	4.1	16	-5	-2.7	92	5	-0.3	-3	242	-8
CCc1ccc(/C=C2/C(=O)NC(=O)N2C(C)=O)cc1	-1.4	3.0	9	-1	-1.9	111	10	-0.9	-3	0	-2
Nc1nc2n(n1)C(c1ccccc1Cl)CC(c1ccc(F)cc1)N2 (stereo unspecified)	3.8	2.7	15	8	-3.1	113	0	-1.2	0	29	0
Cc1cc(=O)n2nc(N3CCCC(C(=O)NCc4ccco4)C3)sc2n1 (stereo unspecified)	0.9	2.1	14	1	-2.3	94	8	0.4	-2	284	-4
CN(c1ccc(C(=O)NCCC2=CCCCC2)cc1)S(C)(=O)=O	2.8	0.2	19	-3	-4.5	111	-8	0.4	-2	10	-13
